# dFosB act: mouse delta FosB homodimer activation; activation, % at 25 µM; 340,000 compounds, 0.99% hits; P13346; AID 493131; purified delta FosB, TAMRA-CDK5 oligo fluorescence polarization; percent of positive-control signal above neutral wells;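 active = mean activation above about 17%, with every replicate also reaching it, limit read from the data, passing the limit was not always enough; inconclusive = only one of the two conditions met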;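 also: fluorescence polarization rise as delta FosB binds a TAMRA Cdk5 AP-1 oligo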
# NSD2 inh: inhibitors of human histone methyltransferase NSD2; NSD2 peptide methylation, AlphaScreen, 120 min; O96028; inhibition, % at 12.5 µM; 310,000 compounds, 0.54% hits; AID 743445; in the data active = inhibition above about 50%
# SR-BI uptake up: enhances SR-BI lipid uptake from DiI-HDL; CHO ldlA[mSR-BI] cells, DiI-HDL uptake fluorescence, 3 h; 100 = double the neutral-control signal; activation, % at 12.5 µM; 320,000 compounds, 0.096% hits;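 active = mean replicate activation of at least 60% and every replicate at or above 60%; inconclusive = mean or all-replicate condition met, but not both; inactive = mean below 60% and not all replicates reaching 60%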;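 also: 0% = median plate neutral-control signal and 100% = twice that signal; values of inactives mirror those of a sister screen read the other way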
#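 System: LDL receptor-deficient CHO ldlA cells overexpressing murine SR-BI | Timing: 3 h uptake period with compound, 37 °C | Medium: HEPES-buffered (25 mM, pH 7.4) F12 plus 0.5% BSA | Dosing: Single-point compound dose | Signal: Bottom-read fluorescence, 550/595 nm | Read-out: Retained DiI signal reflecting DiI-HDL uptake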
# CDK5 inh: CDK5/p35 (human) kinase inhibition; Q00535+Q15078; Recombinant CDK5/p35, ADP-Glo luminescence, 60 min; inhibition, % at 10 µM; 330,000 compounds, 0.01% hits; AID 488839;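 active = highest replicate inhibition of at least 50% and at least 75% of replicates reaching 50%; inconclusive = only one of the two criteria met; inactive = both criteria failed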;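 also: plate controls were DMSO neutral control for no effect and GW8510 at 10 µM for full effect; many of its hits are not listed in these tables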
# DSG3 Ab inh: human desmoglein-3 autoantibody binding inhibition; AID 588358; binding (percent of control), % at 10 µM; 310,000 compounds, 0.48% hits; DSG3-coupled beads, scFv-anti-DSG3-GFP binding, flow cytometry; stronger effect = lower value;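 active = binding more than 3 SD below its plate's average and above zero; inconclusive = below that plate limit but binding exactly zero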;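 also: hits lower antibody fragment binding to DSG3; some compounds called inactive have numbers as strong as hits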
# SUMO Mot1 rescue: inhibitors of SUMOylation pathway: yeast Mot1-301 growth rescue | S. cerevisiae Mot1-301 growth rescue, ATP luminescence, 38.5C; percent above DMSO median, 100 means doubled | 320,000 compounds, 1% hits | growth rescue, % at 18.8 µM;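 active = every valid replicate shows activation above 250% relative to neutral control wells; inactive = the rest, any valid replicate at or below 250%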;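 also: OY570 slx delta 5 strain wells were the positive control but not used for scaling; some compounds called inactive have numbers as strong as hits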
# SR-BI HDL uptake: inhibitors of mouse SR-BI mediated HDL lipid uptake | Q61009 | inhibition, % at 12.5 µM | 320,000 compounds, 0.96% hits | ldlA[mSR-BI] CHO cells, DiI-HDL uptake fluorescence, 3 h;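 active = mean replicate inhibition of at least 70% and a set share of replicates each scoring 70 or more; inconclusive = meets just one of the two criteria; inactive = fails both criteria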;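 also: 0% = median of neutral control wells and 100% = median of positive control wells; values of inactives mirror those of a sister screen read the other way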
# Target sequence (Q61009 whole entry, looked up): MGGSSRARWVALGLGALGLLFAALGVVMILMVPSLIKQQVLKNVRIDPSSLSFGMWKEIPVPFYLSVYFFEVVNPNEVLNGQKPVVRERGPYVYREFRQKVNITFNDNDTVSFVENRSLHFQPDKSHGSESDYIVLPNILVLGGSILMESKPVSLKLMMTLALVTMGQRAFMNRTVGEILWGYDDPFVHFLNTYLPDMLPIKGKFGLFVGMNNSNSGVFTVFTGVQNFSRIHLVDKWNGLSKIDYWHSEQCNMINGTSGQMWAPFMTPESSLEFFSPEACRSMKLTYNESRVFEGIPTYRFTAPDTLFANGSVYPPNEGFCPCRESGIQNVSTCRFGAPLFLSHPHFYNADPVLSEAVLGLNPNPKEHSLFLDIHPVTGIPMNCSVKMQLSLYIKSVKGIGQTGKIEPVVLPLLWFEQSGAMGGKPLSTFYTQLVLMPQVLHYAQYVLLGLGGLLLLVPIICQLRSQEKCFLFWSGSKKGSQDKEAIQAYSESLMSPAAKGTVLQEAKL
# PKA-R2B act: activators of human PKA-R2B complex | P22694+P31323 | PKA-R2B holoenzyme dissociation, Cy5-IP20 fluorescence polarization; R2B truncated from residue 108, S112A mutant; 0% DMSO only, 100% 113 µM cGMP | activation, % at 11.4 µM | 340,000 compounds, 0.079% hits;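 active = activation above a cutoff set at the mean over all compounds plus 3 SD, cut at about 18% in these data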;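 also: higher means more holoenzyme dissociation and a rise in polarization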
# Target sequence (P31323 whole entry, looked up, other chains not shown, the tested form may be a part): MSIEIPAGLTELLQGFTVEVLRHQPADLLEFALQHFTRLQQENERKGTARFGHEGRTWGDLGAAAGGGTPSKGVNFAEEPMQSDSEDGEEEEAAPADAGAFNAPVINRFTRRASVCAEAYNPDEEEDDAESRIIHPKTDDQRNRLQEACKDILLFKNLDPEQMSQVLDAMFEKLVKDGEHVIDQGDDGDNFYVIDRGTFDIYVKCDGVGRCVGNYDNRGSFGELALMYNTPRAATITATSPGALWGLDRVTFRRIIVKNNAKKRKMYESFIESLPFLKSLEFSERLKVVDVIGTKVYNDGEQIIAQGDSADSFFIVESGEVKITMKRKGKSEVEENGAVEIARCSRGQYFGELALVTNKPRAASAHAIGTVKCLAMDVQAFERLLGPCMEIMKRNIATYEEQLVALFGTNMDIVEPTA
# PKA-R1A activ: activators of PKA-R1A complex; P00514+P68181; PKA-R1A dissociation, Cy5-IP20 fluorescence polarization; scaled: DMSO 0%, 113 µM cGMP 100%; activation, % at 11.4 µM; 340,000 compounds, 0.083% hits;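 active = percent activation above the mean of all tested compounds plus 3 SD, cut at about 19% in these data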;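 also: higher means more PKAc released from R1A so a rise in polarization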
# Arrestin-AP2 inh: inhibitors of human beta-arrestin and AP2 interaction. FITC-arrestin peptide / GST-AP2 beads, flow cytometry; AP2 beta2 appendage carries R879A mutation. inhibition, % at 10 µM. 340,000 compounds, 0.31% hits;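 active = inhibition above a set limit, near 3 SD of compounds lacking own fluorescence, cut at about 54% in these data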;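 also: plate controls were DMSO wells for no effect and 5 µM unlabelled arrestin peptide for full effect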
#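 Measured by: flow cytometry, FL1 (488/535 nm); Material: AP2 appendage R879A on GSH beads; Evaluation: percent response; Timing: pre-incubation 12 min, peptide binding 1 h, room temperature; Also added: 50 nM FITC-arrestin peptide; Medium: PBS with 0.05% Tween 20 and 0.1% BSA.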
# MITF TRPM1 HTS: increases MITF-driven TRPM1 promoter luciferase signal. SK-MEL-5 TRPM1-promoter luciferase, 24 h; % of positive control, neutral wells = 0. activation, % at 12.5 µM. 300,000 compounds, 0.75% hits. AID 588334;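 active = mean activation of at least 80% with every replicate also reaching 80%; inconclusive = mean reaches 80% but some replicate falls short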;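 also: 0% = neutral control wells and 100% = parthenolide positive control wells; values of inactives mirror those of a sister screen read the other way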
# Numbers without * were called inactive; ? = inconclusive; / = no result given.
entry	SMILES	dFosB act	NSD2 inh	SR-BI uptake up	CDK5 inh	DSG3 Ab inh	SUMO Mot1 rescue	SR-BI HDL uptake	PKA-R2B act	PKA-R1A activ	Arrestin-AP2 inh	MITF TRPM1 HTS
1	COc1cccc(OCc2nnc(SCC(=O)NNC(=O)C3CCCCC3)n2C)c1	-2	-1	6	-0.8	85	-10	-6	5	-10	/	-6
2	CC(C)(C)C(=O)/C=C(\N)c1ccccn1	-6	0	-5	-0.7	/	-6	5	4	4	6	11
3	Cc1cnc(C)c(N2CCC(C(=O)NCc3cccs3)CC2)n1	-6	-1	-6	3.3	100	-12	6	-3	-3	8	/
4	O=C(Nc1ncccc1O)c1cc2ccccc2o1	-4	5	-9	3.4	92	-30	9	-8	-7	21	16
5	CC(C)(C)NS(=O)(=O)c1cc(C(=O)Nc2sccc2C#N)ccc1Cl	5	7	-13	-1.7	98	108	13	-10	-7	4	3
6	CCN(CC)S(=O)(=O)c1ccc(N2CCCC2)c(NC(=O)Cc2ccccc2)c1	-4	/	/	-1.8	91	-21	/	-7	9	-3	-19
7	CCN(CC)S(=O)(=O)c1ccc(C(=O)NC(=S)N(CCC#N)Cc2cccnc2)cc1	/	-1	-3	0.8	/	-1	3	-2	-6	-8	-2
8	O=C(NCCCN1CCOCC1)C(=O)N/N=C/c1c(Cl)cccc1Cl	8	-4	3	-0.6	105	-5	-3	3	-9	3	2
9	O=C(NCc1ccco1)c1ccc(=O)[nH]n1	-2	0	/	-0.3	/	-18	/	-5	5	-2	5
10	CCCOc1ccc(/C=C/C(=O)N2CCOCC2)cc1	-3	-1	3	-0.4	94	-18	-3	-1	10	15	79
11	CCOC(=O)/C=C/C(=O)Nc1cc(S(=O)(=O)Nc2ccc(OC)cc2)ccc1N1CCOCC1	-6	-2	17	-0.3	100	/	-17	-9	-2	23	-55
12	CC(C)(C)c1nc2sc3c(c2c(=O)o1)CCCC3	6	-2	28	2.3	94	7	-28	-1	-3	27	-5

entry	SMILES	dFosB act	NSD2 inh	SR-BI uptake up	CDK5 inh	DSG3 Ab inh	SUMO Mot1 rescue	SR-BI HDL uptake	PKA-R2B act	PKA-R1A activ	Arrestin-AP2 inh	MITF TRPM1 HTS
13	CCC(C)(C)NC(=O)C(c1ccc(C)cc1)N(Cc1ccco1)C(=O)CCC(=O)Nc1nccs1 (centres undefined)	-12	1	-2	-0.4	108	4	2	-13	-14	19	3
14	CSC(=Nc1ccccc1)N=C(SCc1ccccc1)N(C)C	-4	6	-86	-1.2	90	/	86*	-9	9	-7	/
15	COc1ccccc1Cn1c(-c2ccccc2OC)nc2ccccc21	-6	1	-15	0.6	100	-4	15	-14	-7	0	-8
16	Cn1cccc1/C=N/NC(=O)C12CC3CC(CC(C3)C1)C2	-8	0	10	-0.7	/	-3	-10	3	-4	-2	-8
17	CCCCn1c(=O)nc2n(-c3ccc(Cl)cc3)c3ccccc3cc-2c1=O	-3	-1	-35	-3.0	120	17	35	1	-2	-5	1
18	Cc1ccc(NC(=O)C2CCN(S(=O)(=O)c3ccc4c(c3)OCCO4)CC2)nc1	-7	0	-2	-0.1	103	-2	2	-5	-13	4	-4
19	CCC(OC(=O)CN1C(=O)C(=O)c2ccccc21)C(=O)Nc1ccc(S(N)(=O)=O)cc1 (centres undefined)	-11	4	4	-9.4	108	114	-4	-11	-6	-2	10
20	Cc1nn(C)c(Oc2ccccc2)c1CCNS(=O)(=O)c1ccccc1	-2	-6	-12	1.3	/	-16	12	-1	0	1	-2
21	CCOc1ccc(/C(O)=C2/C(=O)C(=O)N(CCOCCO)C2c2ccccc2)cc1 (centres undefined)	7	0	13	2.8	102	1	-13	2	3	-3	-10
22	CCOC(=O)N1CCN(CC(=O)Nc2c(C(=O)OC)[nH]c3ccccc23)CC1	-1	20	-1	0.9	105	6	1	-3	9	12	-5
23	COCCn1c(C)cc(C(=O)CSc2ccc(NC(C)=O)cc2)c1C	-1	1	-10	-2.2	103	-16	10	-1	-11	44	21
24	O=[N+]([O-])c1cccc2ccc(/C=C/c3ccc(F)cc3)nc12	-1	0	-46	-3.3	101	41	46	10	-3	12	20

# Reprinted from the part before: 2 compounds, then new ones.
entry	SMILES	dFosB act	NSD2 inh	SR-BI uptake up	CDK5 inh	DSG3 Ab inh	SUMO Mot1 rescue	SR-BI HDL uptake	PKA-R2B act	PKA-R1A activ	Arrestin-AP2 inh	MITF TRPM1 HTS
23	COCCn1c(C)cc(C(=O)CSc2ccc(NC(C)=O)cc2)c1C	-1	1	-10	-2.2	103	-16	10	-1	-11	44	21
24	O=[N+]([O-])c1cccc2ccc(/C=C/c3ccc(F)cc3)nc12	-1	0	-46	-3.3	101	41	46	10	-3	12	20
25	CCCc1cc(=O)oc2c(C)c(OCC(=O)N3CCC(C(=O)O)(c4ccccc4)CC3)ccc12	4	/	10	-0.4	99	4	-10	-4	-4	30	/
26	CCOc1cc(/C=N/O)cc(Br)c1OCC(=O)NCc1ccccc1	-13	0	0	2.1	98	5	0	-7	-2	6	14
27	Cc1nc2ncnn2c(N2CCN(C(=O)Cc3cccs3)CC2)c1C	-4	4	2	0.6	98	/	-2	-1	-2	0	-9
28	CCOC(=O)c1c(S(=O)(=O)NCC(=O)Nc2cccc(C)n2)c(C)n(C)c1C	-7	8	19	-0.6	/	23	-19	3	0	-1	4
29	COc1ccc(N2C(=O)CC(N3CCN(c4ccccc4F)CC3)C2=O)cc1 (centres undefined)	-1	-5	1	2.1	105	299	-1	5	-5	-5	-5
30	CN(c1ccccc1)S(=O)(=O)c1cccc(C(=O)NCCCN2CCCC2=O)c1	-4	-2	13	-0.3	106	175	-13	-4	-18	6	-3
31	CCOc1ccc(C=NN2CCCCCC2)cc1OCC	-1	2	-10	1.6	116	/	10	5	-15	-3	9
32	Cc1cc(OC(=O)c2cc([N+](=O)[O-])ccc2Cl)c([N+](=O)[O-])c(=O)[nH]1	0	/	0	-1.0	95	34	0	7	3	16	1
33	COc1ccc(CCN2CN(S(=O)(=O)c3ccc(OC)cc3)c3nc4ccccc4nc32)cc1	-10	-2	-13	-0.2	/	0	13	8	8	14	-1
34	O=C(CN1C(=O)NC(Cc2c[nH]c3ccccc23)C1=O)Nc1ccccc1Br (centres undefined)	?	1	3	0.9	96	17	-3	-1	-9	11	-15
35	COC(=O)C1=C(C)N(Cc2ccc(C)cc2)C(=O)C1	4	-1	-20	0.0	102	-12	20	-2	-8	-8	7
36	COc1ccc(/C=C2\CCCC3C2=NN(C(=O)COC(=O)CNC(=O)c2ccccc2)C3c2ccc(OC)cc2)cc1 (centres undefined)	1	-1	-3	-0.8	/	-7	3	-4	-4	37	/

entry	SMILES	dFosB act	NSD2 inh	SR-BI uptake up	CDK5 inh	DSG3 Ab inh	SUMO Mot1 rescue	SR-BI HDL uptake	PKA-R2B act	PKA-R1A activ	Arrestin-AP2 inh	MITF TRPM1 HTS
37	Cc1ccc(C)c(NC(=S)N2CCC(NC(=O)C3CCCCC3)CC2)c1	-7	0	11	-1.5	94	12	-11	6	-12	1	3
38	COc1ccc(-c2nn(-c3ccccc3)cc2C(=O)O)cc1N	3	2	20	-1.2	100	5	-20	10	-3	12	-12
39	COc1ccc([C@H]2CC(=O)C=C(c3ccccc3OC)C2)cc1OC	-1	/	-35	1.5	105	-11	35	-6	-8	0	-6
40	COc1cc(C(C)=O)ccc1OCc1cc(C(=O)N(C)CCC2CCCCO2)no1 (centres undefined)	-3	-3	-11	2.4	109	-8	11	0	4	4	?
41	CCOC(=O)c1ccc(NC(=O)c2ccc(C)c(S(=O)(=O)N3CCOCC3)c2)cc1	-8	/	-87	1.1	86	13	87*	8	0	-7	-68
42	COc1cccc(C2=CC(=O)C(C(C)(C)C)N2C(C)(C)C)c1 (centres undefined)	-21	/	-37	-2.5	107	/	37	-1	-9	-5	18
43	C=CCc1cc(OC)ccc1OCCOCCC(C(=O)OCC)C(=O)OCC	3	0	-18	/	101	7	18	-3	-5	-21	15
44	CC(=O)c1cccc(NC(=O)CCc2nnc3ccc(N4CCN(C)CC4)nn23)c1	-5	6	24	1.3	108	4	-24	-8	7	3	0
45	O=C(NC1CCCN(CCc2ccccc2)C1)c1c(F)cccc1F (centres undefined)	9	0	25	-0.6	108	-19	-25	-10	-1	39	/
46	Cn1c(=O)c2c(nc(OCc3cccnc3)n2Cc2c(F)cccc2Cl)n(C)c1=O	2	-1	5	-3.5	97	/	-5	-3	-10	-5	1
47	CC(/C=C\c1ccccc1)=C/C(=O)O	0	24	23	1.0	101	-1	-23	-4	5	28	2
48	CCOC(=O)C1CCN(c2nc(C)cc(C)c2C#N)CC1	-7	-2	2	-1.2	101	-6	-2	5	-1	-15	1
49	CN(C)S(=O)(=O)NCCNc1ccc(C(F)(F)F)cc1[N+](=O)[O-]	-3	-8	-8	2.1	94	22	8	7	0	39	19
50	S=c1[nH]nc(-c2ccc(Cl)cc2)n1-c1ccc(Cl)cc1	-4	15	9	2.7	97	-5	-9	-7	-16	-20	-5
51	CC1CCCCN1CCCNC(=O)C1CCN(c2nc3ccccc3o2)CC1 (centres undefined)	-4	/	3	0.8	104	306	-3	-7	-3	2	-5

# Record cards, from the list above. Order of values: dFosB act | NSD2 inh | SR-BI uptake up | CDK5 inh | DSG3 Ab inh | SUMO Mot1 rescue | SR-BI HDL uptake | PKA-R2B act | PKA-R1A activ | Arrestin-AP2 inh | MITF TRPM1 HTS
# CCOC(=O)C1CCN(c2nc(C)cc(C)c2C#N)CC1 in the list: -7 | -2 | 2 | -1.2 | 101 | -6 | -2 | 5 | -1 | -15 | 1
# COc1ccc([C@H]2CC(=O)C=C(c3ccccc3OC)C2)cc1OC in the list: -1 | / | -35 | 1.5 | 105 | -11 | 35 | -6 | -8 | 0 | -6
# Cc1ccc(C)c(NC(=S)N2CCC(NC(=O)C3CCCCC3)CC2)c1 in the list: -7 | 0 | 11 | -1.5 | 94 | 12 | -11 | 6 | -12 | 1 | 3
# CC1CCCCN1CCCNC(=O)C1CCN(c2nc3ccccc3o2)CC1 (centres undefined) in the list: -4 | / | 3 | 0.8 | 104 | 306 | -3 | -7 | -3 | 2 | -5

# Assay outcomes from PubChem.
